PolyA inh – inhibitors of polyadenylation in S. cerevisiae; S. cerevisiae SKY197-pL101 polyadenylation reporter, beta-gal luminescence; efflux-impaired pdr1/pdr3 knockout yeast; score 100 = 6 SD above DMSO; calls only at 12 µM; 300,000 compounds, 0.02% hits;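 active = lowest replicate activity score at least 50, where 100 means six control SD above control mean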;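 also: yeast exposed to compound for 9 h at 30 °C; higher score means more reporter readthrough which indicates perturbed polyadenylation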
GSK3B inh – human GSK3beta kinase inhibition; P49841; GST-GSK3beta kinase, ADP-Glo luminescence, 60 min; hits give low values; activity score (negative = inhibition), % at 10 µM; 300,000 compounds, 0.038% hits;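 active = more than half of replicate wells score below -50%, meaning over 50% inhibition versus plate controls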;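 also: 0% = median DMSO wells and -100% = median GW8510 positive control wells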
Target sequence (P49841 whole entry, looked up): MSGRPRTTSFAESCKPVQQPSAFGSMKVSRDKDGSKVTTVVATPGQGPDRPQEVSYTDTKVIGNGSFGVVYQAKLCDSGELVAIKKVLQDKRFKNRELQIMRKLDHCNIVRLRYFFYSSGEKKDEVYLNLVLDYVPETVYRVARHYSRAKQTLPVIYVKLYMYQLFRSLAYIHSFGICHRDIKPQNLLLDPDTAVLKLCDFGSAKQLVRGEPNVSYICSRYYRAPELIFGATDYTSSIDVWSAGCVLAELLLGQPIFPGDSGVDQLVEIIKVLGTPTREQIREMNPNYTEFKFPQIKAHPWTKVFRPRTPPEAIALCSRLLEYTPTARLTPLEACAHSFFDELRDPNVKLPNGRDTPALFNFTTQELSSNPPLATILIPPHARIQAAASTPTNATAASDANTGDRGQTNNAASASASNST
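test system = GST-tagged human GSK3beta kinase, cell-free | reagent = 25 µM ATP with peptide substrate | dosing = one dose of 10 µM per compound | schedule = 60 min reaction, RT | detection = luminescent ADP-Glo measurement of ADP formed | control set = DMSO neutral wells and GW8510 at 20 µM as positive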
GSK3A inh – blocks human GSK-3 alpha kinase; 320,000 compounds, 0.1% hits; P49840; ADP-Glo luminescence, 60 min; inhibition, % at 10 µM;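 in the data active = inhibition above about 50%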;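 also: GST-tagged GSK-3 alpha with peptide substrate and 25 µM ATP; 0% = DMSO neutral wells and 100% = GW8510 positive control wells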
RGS4 act – potentiators or activators of RGS4. HEK293 M3R/inducible RGS4, carbachol calcium flux Fluo4; hits give low values. B-score at 10 µM. 310,000 compounds, 0.92% hits. AID 463111;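 active = B-score of the integrated calcium signal more than 4 SD below the library mean, with starting fluorescence not abnormally high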;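 also: negative B-score means reduced calcium response which marks RGS4 activation or potentiation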
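Material: M3R-expressing HEK293 line, RGS4 induced by doxycycline | Schedule: Overnight RGS4 induction, 30 min dye load 37 °C, 20 min compound RT | Measured by: Fluo4 fluorescence kinetic imaging of calcium | Read-out: Integrated calcium ratio converted to B score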
hERG rescue – compounds protecting human hERG from proarrhythmic drug block | CHO-hERG, FluxOR thallium flux, dofetilide IC70 present | activation (rescue from dofetilide block), less the hit threshold, % at 10 µM | 310,000 compounds, 0.51% hits;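 active = activation above the mean of controls blocked by dofetilide plus 5 SD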;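 also: thallium influx through hERG after potassium depolarization seen as dye fluorescence rise; in these data hits start at about 4.7%; inactives centre near -7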
Dyrk1A ADPGlo – blocks rat Dyrk1A kinase activity. 310,000 compounds, 0.43% hits. ADP-Glo luminescence, NFATc1 peptide. inhibition, % at 12.5 µM. AID 504441; in the data active = inhibition above about 50%;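 also: plate controls were vehicle with enzyme for no effect and no enzyme for full effect; many of its hits are not listed in these tables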
KCNQ1 act – potentiates or activates the human KCNQ1 potassium channel | P51787 | CHO-K1 KCNQ1, thallium flux FluxOR fluorescence; hits give high values | B-score at 10 µM | 310,000 compounds, 0.35% hits;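 active = fluorescence ratio B-score, a plate-corrected score, at least three library SD, with initial intensity B-score within 5 SD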
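Assay system: CHO-K1 cells stably expressing KCNQ1. Medium: assay buffer for compound exposure, DMSO matched across wells. Timing: 37 °C overnight plating, 90-min dark dye load, 20-min compound pretreatment. Signal: kinetic FluxOR fluorescence, 10 s baseline plus 110 s post-stimulus.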
KCNK3 inh – human KCNK3 channel inhibition, primary screen; O14649; CHO-KCNK3 thallium flux, FluxOR fluorescence; hits give low values; B-score at 10 µM; 340,000 compounds, 0.84% hits;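 active = B-score under library mean minus 4 SD, starting fluorescence ratio at most library mean plus 5 SD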;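 also: more negative B-score means stronger inhibition of thallium flux through KCNK3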
KCNK9 inh – inhibitors of human KCNK9 two-pore domain potassium channel; Q9NPC2; HEK293 KCNK9, FluxOR thallium flux fluorescence; hits give low values; B-score at 10 µM; 310,000 compounds, 1.2% hits;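 active = ratio B-score over 3 SD below the library mean, with starting fluorescence within 5 SD of its mean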;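 also: negative B-score means less thallium flux so channel inhibition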
HDAC3 inh – blocks human histone deacetylase 3. O15379. recombinant HDAC3, fluorogenic peptide/trypsin coupled, fluorescence. inhibition, % at 8.3 µM. 320,000 compounds, 0.15% hits. AID 2718; in the data active = inhibition above about 26%, passing the limit was not always enough
Target sequence (O15379 whole entry, looked up): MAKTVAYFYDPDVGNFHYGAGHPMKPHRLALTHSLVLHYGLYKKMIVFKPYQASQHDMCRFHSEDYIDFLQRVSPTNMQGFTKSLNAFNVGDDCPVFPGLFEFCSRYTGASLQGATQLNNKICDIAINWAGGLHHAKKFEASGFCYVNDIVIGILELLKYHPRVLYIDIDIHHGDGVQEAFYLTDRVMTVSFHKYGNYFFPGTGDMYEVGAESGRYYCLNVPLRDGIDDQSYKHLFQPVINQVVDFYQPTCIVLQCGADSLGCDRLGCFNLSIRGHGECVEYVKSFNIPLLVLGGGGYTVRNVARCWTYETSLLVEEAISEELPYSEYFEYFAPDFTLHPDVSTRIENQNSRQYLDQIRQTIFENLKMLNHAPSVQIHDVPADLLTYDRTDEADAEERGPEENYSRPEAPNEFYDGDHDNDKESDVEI
KCNQ1 inh – blocks the human KCNQ1 potassium channel | P51787 | CHO-K1 KCNQ1, FluxOR thallium flux fluorescence; hits give high values | B-score at 10 µM | 310,000 compounds, 1.3% hits;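 active = compounds whose thallium flux B-score, printed positive for inhibition, exceeds three library SD while starting fluorescence stays within three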;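 also: channel opened by potassium depolarization with thallium stimulus after 20 min compound exposure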
Active calls of the source: *; i = inactive; · = no result given. The list is partial. The share of hits here may be higher or lower than overall.

SMILES	PolyA inh	GSK3B inh	GSK3A inh	RGS4 act	hERG rescue	Dyrk1A ADPGlo	KCNQ1 act	KCNK3 inh	KCNK9 inh	HDAC3 inh	KCNQ1 inh
CCc1cccc2c(C=C(C#N)C#N)cn(CC(=O)N3CCCCC3)c12	i	1.0	-0.6	i	2.4	0.1	i	i	i	-5.9	i
O=C(NN=C1CCCCCC1)c1ccc(Cl)s1	i	-2.0	0.9	i	-2.5	0.2	i	i	i	-2.5	i
CCN1CCN(Cc2ccc(OCc3ccccc3)cc2)CC1	i	0.3	-0.2	i	-3.8	-1.9	i	i	i	2.3	i
COc1cc(NC(=O)Nn2cnnc2)cc(OC)c1OC	i	2.0	-0.3	i	-6.0	10.6	i	i	i	-3.6	i
Cc1[nH]c2ccccc2c1C1=CN2CCS(=O)(=O)N=C2S1	i	-1.9	0.0	i	-5.2	-7.7	i	i	i	4.0	i
O=C(CSc1nnc(SCc2cccc3ccccc23)s1)c1ccc2c(c1)OCO2	·	-2.0	0.1	i	-7.5	10.5	8*	i	i	37.5*	i
Cc1ccc(-n2nc3c(=O)n(CC(=O)NC(C)CCc4ccccc4)nc(C)c3c2C)cc1 (centres undefined)	i	-0.4	5.4	i	-4.9	5.5	i	i	i	-2.1	i
CCOc1ccc(N2C(=O)CC(C(C)c3ccccc3)C2=O)cc1 (centres undefined)	i	4.7	-5.3	i	-4.3	·	i	i	i	-0.9	i
COc1ccc(NC(=O)C(C/C=C(/C)Cl)C(C)=O)cc1 (centres undefined)	i	1.1	0.5	i	-14.5	-11.5	i	i	i	0.2	i
CCOc1ccc(NC(=O)CC2C(=O)NCCN2C(=O)Nc2ccccc2)cc1 (centres undefined)	i	2.5	0.8	i	-13.7	6.0	i	i	i	6.5	i
Cc1nn(Cc2ccc(Cl)cc2)c(C)c1NC(=O)c1cc(-c2ccc3c(c2)OCO3)on1	i	-2.7	-2.5	i	-12.0	-11.3	i	i	i	-6.3	i
O=C(O)c1cc(-c2cccs2)nc2ccc(Br)cc12	i	2.2	7.3	i	1.6	27.0	i	i	i	10.1	i
CCOCC(O)CSCc1ccc(Cl)cc1 (centres undefined)	i	-6.0	-0.6	i	-11.9	-7.9	i	i	i	3.5	i
O=C(c1cnc(Cl)c(Cl)c1)N1CCC(Cc2ccccc2)CC1	i	0.4	-0.4	i	-8.2	0.4	i	i	i	-5.0	i
Cc1ccc(N(CC(=O)NC2CCCC2)C(=O)CCC(=O)Nc2nccs2)cc1C	i	0.9	-0.9	i	-7.0	-4.8	i	i	i	-0.8	i

Overlap with the part before: 2 compounds; new compounds follow.
SMILES	PolyA inh	GSK3B inh	GSK3A inh	RGS4 act	hERG rescue	Dyrk1A ADPGlo	KCNQ1 act	KCNK3 inh	KCNK9 inh	HDAC3 inh	KCNQ1 inh
O=C(c1cnc(Cl)c(Cl)c1)N1CCC(Cc2ccccc2)CC1	i	0.4	-0.4	i	-8.2	0.4	i	i	i	-5.0	i
Cc1ccc(N(CC(=O)NC2CCCC2)C(=O)CCC(=O)Nc2nccs2)cc1C	i	0.9	-0.9	i	-7.0	-4.8	i	i	i	-0.8	i
Nc1ccc(Nc2ccc([N+](=O)[O-])cc2[N+](=O)[O-])cc1	i	-2.5	·	i	-10.2	-3.9	i	i	i	2.4	i
CN(C)c1ccc(C(=S)N2CCN(c3ccc([N+](=O)[O-])cc3)CC2)cc1	i	1.3	1.5	i	-13.4	-4.0	i	i	i	0.3	i
C/C(=N\N1CCN(c2ccc(Cl)cc2)CC1)c1cccc([N+](=O)[O-])c1	i	0.0	0.3	i	-1.3	-4.8	i	i	-10.6*	3.0	i
CCCCOc1ccc(C(C)NC(=O)CCS(=O)(=O)Cc2ccc(Cl)cc2)cc1 (centres undefined)	i	1.6	-1.1	i	-0.9	-1.6	i	i	i	0.4	i
O=C(CCCc1nc2ccccc2s1)N1CCN(c2ccccc2)CC1	i	2.9	0.1	i	-6.6	-3.4	i	i	i	3.6	i
CCCCS(=O)(=O)N1CCN(S(=O)(=O)c2cccs2)CC1	i	-0.4	-1.7	i	-11.5	-10.1	i	i	i	-2.7	i
O=C1CC(=O)N(Cc2ccco2)C(=S)N1	i	-5.0	-5.2	i	-0.7	-3.2	i	i	i	-4.1	i
COc1ccc(CNC(=O)C2CC(C)=CCC2C(=O)O)cc1 (centres undefined)	i	2.8	-2.2	i	1.9	2.7	i	i	i	-1.1	i
CCOC(=O)N1CCN(C(=O)c2cc(-c3ccc(F)cc3)[nH]c2C)CC1	i	4.2	-0.2	i	-9.2	-5.3	i	i	i	3.4	i
S=C(NCc1cccs1)Nc1cccc(Cl)c1	i	2.5	-2.5	i	-11.4	10.0	i	i	i	6.9	i
CCS(=O)(=O)N1CCCC(C(=O)Oc2ccc(Br)cc2)C1 (centres undefined)	i	-1.1	0.5	i	-6.4	4.0	i	i	i	-8.2	i
CCOc1ccc(CCNC(=O)COC(=O)COc2ccc(Br)cc2)cc1OCC	i	0.6	1.1	i	-5.5	-2.6	i	i	i	-0.1	i
COc1ccccc1C(=O)Nc1nnc(SCC(=O)NC2CCCC2)s1	i	-0.7	-0.4	i	-9.5	1.1	i	i	i	-2.4	i
Cc1cc(/C=C2/SC(=S)N(c3ccc([N+](=O)[O-])cc3)C2=O)c(C)n1-c1cccnc1	i	2.7	-2.4	i	-9.3	-2.8	i	i	i	-0.9	16*
Cc1ccc(S(=O)(=O)NNC(=S)Nc2ccc(Cl)cc2)cc1	i	2.3	5.1	i	-8.7	0.0	i	i	i	-6.3	i

5 entries from above, with two lines to a compound.
Values run as follows: PolyA inh | GSK3B inh | GSK3A inh | RGS4 act | hERG rescue | Dyrk1A ADPGlo | KCNQ1 act | KCNK3 inh | KCNK9 inh | HDAC3 inh | KCNQ1 inh
COc1ccc(CNC(=O)C2CC(C)=CCC2C(=O)O)cc1 (centres undefined)
  i | 2.8 | -2.2 | i | 1.9 | 2.7 | i | i | i | -1.1 | i
CCCCOc1ccc(C(C)NC(=O)CCS(=O)(=O)Cc2ccc(Cl)cc2)cc1 (centres undefined)
  i | 1.6 | -1.1 | i | -0.9 | -1.6 | i | i | i | 0.4 | i
Nc1ccc(Nc2ccc([N+](=O)[O-])cc2[N+](=O)[O-])cc1
  i | -2.5 | · | i | -10.2 | -3.9 | i | i | i | 2.4 | i
Cc1ccc(S(=O)(=O)NNC(=S)Nc2ccc(Cl)cc2)cc1
  i | 2.3 | 5.1 | i | -8.7 | 0.0 | i | i | i | -6.3 | i
COc1ccccc1C(=O)Nc1nnc(SCC(=O)NC2CCCC2)s1
  i | -0.7 | -0.4 | i | -9.5 | 1.1 | i | i | i | -2.4 | i

(listing goes on)
SMILES	PolyA inh	GSK3B inh	GSK3A inh	RGS4 act	hERG rescue	Dyrk1A ADPGlo	KCNQ1 act	KCNK3 inh	KCNK9 inh	HDAC3 inh	KCNQ1 inh
CCOC(=O)c1ccc(Nc2ncnc3ccc(C)cc23)cc1	i	-1.2	-1.1	i	-9.4	-2.7	i	i	i	-0.1	i
CCN(CC)CCCC(C)NC(=O)c1c(NC(=O)c2ccccc2)sc2c1CCCC2 (centres undefined)	i	-4.5	1.6	i	-11.2	0.5	i	i	i	-5.3	i
O=c1oc2ccc(Cl)cc2nc1/C=C(\O)c1ccco1	i	-5.0	-2.2	i	-7.4	5.3	i	i	i	5.0	i
O=C(COC(=O)CSc1ccc2ccccc2c1)NC1CCCC1	i	2.5	7.8	i	-3.2	-0.8	i	i	i	-3.7	i
O=C(/C=C/c1ccc(Cl)c(Cl)c1)Nc1cccnc1	i	-1.3	2.9	i	-5.4	0.1	i	i	i	5.8	i
CCOCC(=O)Nc1nnc(COC)s1	i	-3.1	-3.4	i	-14.5	-6.0	i	i	i	0.5	i
COc1ccc(S(=O)(=O)NNC(=O)C(=O)NNc2ccccn2)cc1	i	-3.2	-1.7	i	-7.2	-3.5	i	i	i	-0.7	i
CC(=O)Oc1cc(O)c2c(=O)c(OC(C)=O)c(-c3ccc(OC(C)=O)c(OC(C)=O)c3)oc2c1	i	-22.0	29.3	i	-14.0	85.8*	i	i	i	4.0	i
COc1ccc(S(=O)(=O)N(C)c2ccc(C(=O)Nc3c(C)n(C)n(-c4ccccc4)c3=O)cc2)cc1	i	3.0	-0.2	i	-11.3	2.2	i	i	i	-0.9	i
O=C(O)C1CC(=O)N(Cc2cccs2)C1 (centres undefined)	i	4.1	-0.5	i	-10.9	-5.0	i	i	i	0.3	i
O=C(NCc1ccccn1)c1ccc2nc(-c3ccco3)c(-c3ccco3)nc2c1	i	-5.2	2.1	i	-30.9	·	i	·	i	5.8	i
CCOC(=O)c1c(S(=O)(=O)NCC(=O)NCc2ccccc2)c(C)n(C)c1C	i	-1.5	-0.5	i	-7.1	-1.4	i	i	i	-0.8	i
O=C(c1ccc2nc(N3CCOCC3)sc2c1)N1CCN(C(=O)c2ccco2)CC1	i	0.5	0.0	i	-7.5	0.4	i	i	i	-1.0	i
Cc1cccc(CSc2nnc3c(n2)[nH]c2ccccc23)c1	i	0.7	1.8	i	-6.5	10.1	i	i	i	-3.3	i
CC1(C)CC(NC(=O)C23CCC(C)(/C(=N/O)C2)C3(C)C)CC(C)(C)N1 (centres undefined)	i	2.9	0.7	i	-14.9	5.4	i	i	i	-1.4	i
CCCCCN(C(=O)CCC(=O)OCC(=O)c1ccc(C(C)(C)C)cc1)c1c(N)n(CCCC)c(=O)[nH]c1=O	i	-1.4	-3.7	i	-10.9	-4.9	i	i	i	-1.3	i
CCc1cc2c(CN3CCN(CC)CC3)cc(=O)oc2cc1O	i	-11.0	10.4	i	-9.8	19.3	i	i	i	-85.9	i
CC1(C)CC(C#N)(N2CCOCC2)CCO1 (centres undefined)	i	-0.7	-3.5	i	-10.0	-8.8	i	i	i	-6.6	i
OCCNCc1cccc(OCc2ccccc2Cl)c1	i	9.5	0.7	i	-11.9	1.7	i	i	i	0.3	i
Cc1cccc(Cn2nc(C)cc2NC(=O)Cn2cc([N+](=O)[O-])cn2)c1	i	1.7	-0.7	i	-4.2	-7.3	i	i	i	3.1	i
Cc1cccc(OCCN2C(=O)c3ccccc3C2=O)c1	i	4.5	0.5	i	-2.1	·	i	i	i	-1.1	i
O=C(OCc1nc2ccc(Cl)cc2n1CCO)c1ccccc1	i	4.2	-0.7	i	-1.9	-2.5	i	i	i	-1.1	i
O=C(CC(=O)c1ccccc1)Nc1cccnc1	i	-0.6	-2.5	i	1.2	-3.0	i	i	i	-5.8	i
